# Source: PubChem (The Scripps Research Institute Molecular Screening Center)
# MBD2 DNA inh = inhibitors of MBD2 binding to methylated DNA, primary screen, biochemical, TR-FRET, DNA-binding domain, human; actives 0.31% (n = 370,000); MBD2 binding to methylated oligonucleotide; AID 686964, 2013; inhibition, % at 4.4 µM; Methyl-CpG-binding domain protein 2 (Homo sapiens), Q9UBB5; in the data active = inhibition above about 13%
# Target sequence (Q9UBB5 whole entry, looked up, the tested form may be a part): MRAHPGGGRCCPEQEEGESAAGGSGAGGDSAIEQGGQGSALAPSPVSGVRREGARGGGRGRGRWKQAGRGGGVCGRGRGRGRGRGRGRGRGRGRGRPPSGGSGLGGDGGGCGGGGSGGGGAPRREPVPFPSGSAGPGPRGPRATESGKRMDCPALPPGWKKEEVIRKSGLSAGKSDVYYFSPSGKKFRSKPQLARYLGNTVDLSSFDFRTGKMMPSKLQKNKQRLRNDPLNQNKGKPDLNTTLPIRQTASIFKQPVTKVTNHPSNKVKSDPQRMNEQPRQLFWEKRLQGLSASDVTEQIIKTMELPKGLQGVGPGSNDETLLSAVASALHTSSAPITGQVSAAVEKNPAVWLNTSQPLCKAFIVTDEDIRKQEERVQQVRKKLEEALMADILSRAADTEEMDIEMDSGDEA
# PLC-beta3 inh = human PLC-beta3 inhibitors, primary screen, biochemical, fluorescence | 1-phosphatidylinositol 4,5-bisphosphate phosphodiesterase beta-3 (Homo sapiens), Q01970 | Purified PLC-beta3, fluorogenic substrate | inhibition, % at 12.2 µM | actives 0.18% (n = 370,000) | AID 720704, 2013; in the data active = inhibition above about 11%;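 also: 0% = median of compound wells on plate and 100% = full blocker control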
# proKLK7 act = proKLK7 zymogen activators, primary screen, biochemical, fluorescence intensity; activation, % at 7 µM; actives 0.9% (n = 370,000); purified proKLK7, EDANS-DABCYL substrate fluorescence; 100% is mature enzyme control, 0% vehicle; Kallikrein-7 (Homo sapiens), P49862; AID 652039, 2013;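 active = activation above the mean of all tested compounds plus 3 SD, computed per campaign excluding outliers beyond control limits, cut at about 13% in these data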
# Target sequence (P49862 whole entry, looked up): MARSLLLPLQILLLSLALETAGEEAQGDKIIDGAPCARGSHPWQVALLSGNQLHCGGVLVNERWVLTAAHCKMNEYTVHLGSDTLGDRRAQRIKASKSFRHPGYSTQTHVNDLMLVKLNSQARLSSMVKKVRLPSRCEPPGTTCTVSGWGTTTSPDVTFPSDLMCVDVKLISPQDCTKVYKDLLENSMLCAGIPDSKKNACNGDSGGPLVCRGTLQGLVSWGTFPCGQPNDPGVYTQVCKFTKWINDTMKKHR
# Tn7 DDE FP = inhibitors of Tn7 peptide binding to fibrin DD(E), primary screen, biochemical, fluorescence polarization, human fibrin, Tn7 probe | Fibrinogen beta chain (Homo sapiens), P02675 | FP displacement of FITC-Tn7 peptide from fibrin DD(E); 0% = median of compound wells per plate | inhibition, % at 8.3 µM | actives 0.13% (n = 370,000) | AID 720508, 2013;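 active = inhibition above the mean of compounds falling within the control limits plus 3 SD of them, cut at about 14% in these data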;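 also: 0% = plate median of compound wells and 100% = 10 µM Aha-Tn7 peptide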
#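 Also added: labelled Tn7 tracer, 0.1 µM; Assay system: human fibrin DD(E) protein; Amount: 2 µM fibrin DD(E); Schedule: 10 min compound pre-incubation, 3 h probe incubation at room temperature; Repeats: one replicate per compound; Read-out basis: percent inhibition; Measured by: fluorescence polarization of the labelled Tn7 tracer.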
# ASAP1 GAP inh = inhibitors of human ASAP1 ArfGAP activity, primary screen, biochemical, fluorescence polarization | ASAP1-stimulated ARF1 GTP hydrolysis, GDP FP detection | Arf-GAP with SH3 domain, ANK repeat and PH domain-containing protein 1 (Homo sapiens), … | inhibition, % at 16.5 µM | actives 0.19% (n = 360,000); in the data active = inhibition above about 25%;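 also: 0% = vehicle with enzyme and substrate and 100% = no enzyme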
# Target sequence (Q9ULH1 325-724 limits assumed): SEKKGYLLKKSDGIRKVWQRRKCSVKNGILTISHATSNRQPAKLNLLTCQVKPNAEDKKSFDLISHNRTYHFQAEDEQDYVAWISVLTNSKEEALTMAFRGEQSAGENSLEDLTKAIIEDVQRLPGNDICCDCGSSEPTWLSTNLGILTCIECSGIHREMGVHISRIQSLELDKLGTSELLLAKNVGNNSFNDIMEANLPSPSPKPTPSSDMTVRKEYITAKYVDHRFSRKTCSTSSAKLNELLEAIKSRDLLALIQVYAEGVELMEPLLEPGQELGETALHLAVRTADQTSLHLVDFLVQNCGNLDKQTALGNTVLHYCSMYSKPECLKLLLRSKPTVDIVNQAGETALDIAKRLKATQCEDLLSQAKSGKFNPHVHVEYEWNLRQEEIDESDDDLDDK
# PLCg1 inh = PLC-gamma1 enzyme inhibitors, primary screen, biochemical, fluorescence, purified enzyme | actives 0.84% (n = 370,000) | 1-phosphatidylinositol 4,5-bisphosphate phosphodiesterase gamma-1 (Homo sapiens), P19174 | fluorogenic substrate | AID 720700, 2013 | inhibition, % at 12.2 µM; in the data active = inhibition above about 9.5%
# ADAM17 inh = ADAM17 inhibitors, primary screen, biochemical, QFRET. recombinant ADAM17, EDANS/DABCYL FRET peptide cleavage. inhibition, % at 6.95 µM. actives 0.83% (n = 370,000). AID 720648, 2013;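 active = inhibition above the mean of compounds lying between control limits plus 3 SD, set per campaign, cut at about 8.5% in these data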;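 also: 0% = DMSO-only wells as the low control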
# ARFGAP1 inh = inhibitors of rat ARFGAP1 GAP activity, primary screen, biochemical, fluorescence polarization, GDP tracer; inhibition, % at 16.5 µM; Arfgap1-stimulated ARF1 GTP hydrolysis, GDP FP detection; actives 0.26% (n = 360,000); AID 651572, 2012; ADP-ribosylation factor GTPase-activating protein 1 (Rattus norvegicus), Q62848;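 active = inhibition above a per-plate limit, mean inhibition of low control wells plus 3 SD, cut at about 25% in these data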;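 also: 0% = DMSO wells with enzyme and 100% = wells lacking Arfgap1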
#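 Material: truncated rat Arfgap1 GAP domain; Incubation: compound-enzyme preincubation 20 min, reaction 120 min, detection 60 min, 25 °C; Read-out: percent inhibition of Arfgap1-stimulated GTP hydrolysis; Technique: FP, GDP Alexa 633 tracer displaced from anti-GDP antibody, 620/688 nm; Controls: No-Arfgap1 wells (100%) versus DMSO full-reaction wells (0%); Replication: single well per compound.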
# UHRF1 binding = UHRF1 methylated DNA binding inhibitors, primary screen, counter-screen for MBD2 inhibitor project, biochemical, TR-FRET, human UHRF1, single concentration. E3 ubiquitin-protein ligase UHRF1 (Homo sapiens), Q96T88. UHRF1 binding to methylated oligo. inhibition, % at 4.4 µM. actives 0.75% (n = 370,000). AID 687016, 2013; in the data active = inhibition above about 21%;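 also: UHRF1 SRA domain binding a hemimethylated CpG hairpin DNA probe; 0% = median of test compound wells and 100% = reference inhibitor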
# DDE Tn6 FP inh = inhibitors of Tn6 peptide binding to fibrin DD(E), primary screen, biochemical, fluorescence polarization, human fibrin, Tn6 probe; Fibrinogen beta chain (Homo sapiens), P02675; Fibrin DD(E) TRITC-Tn6 fluorescence polarization displacement; inhibition, % at 8.3 µM; actives 0.21% (n = 370,000); AID 720509, 2013;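 active = inhibition above a per-campaign cutoff: mean of compounds within control limits plus 3 SD, cut at about 15% in these data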;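 also: 0% = median of all compound wells on the plate and 100% = blocking peptide control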
# Starred values were filed as active, the others as inactive; x = not tested or not shown.
SMILES,MBD2 DNA inh,PLC-beta3 inh,proKLK7 act,Tn7 DDE FP,ASAP1 GAP inh,PLCg1 inh,ADAM17 inh,ARFGAP1 inh,UHRF1 binding,DDE Tn6 FP inh
COc1cc(C(=O)NCCCCc2ccccc2)cc(OC)c1OC,0,-5,0.8,1,-5,0,-3,1,-2,2
COc1cnc(-c2ccccn2)nc1Oc1ccc(Cl)c2ccccc12,-5,0,-0.6,4,11,4,0,0,-4,-8
COc1ccc(-c2csc(N(CCCN(C)C)C(=O)c3ccccc3Cl)n2)cc1,-9,-1,0.9,3,-6,4,1,12,-2,3
CCOC(=O)C1CCN(C(=S)Nc2ccc(CC)cc2)CC1,0,-4,0.2,0,-3,3,1,-4,3,2
Cn1c2[n+](c3ccc(Cl)cc3c1=O)Cc1ccccc1-2,0,-32,1.2,-5,-11,-31,-39,-9,-2,-2
O=C(NCc1ccccn1)C1(C(F)(F)F)C/C(=C\CCO)CCCO1 (configuration not stated),-6,3,0.0,1,0,1,4,-1,1,-1
Cn1c(CSCc2ccc(Cl)c(Cl)c2)n[nH]c1=S,-4,2,0.2,-6,-8,-4,-1,0,-6,1
CC(C)(C)C(=O)N1CCN(c2nc3ccc(Br)cc3s2)CC1,-1,-6,-0.2,1,-7,0,-1,5,-1,-10
Cc1cc(NCCC(C)C)n2nc(C)c(-c3ccccc3)c2n1,-6,-23,1.0,-1,0,-22,-5,-10,-2,6
O=C1CC(c2ccccc2)c2cc(O)ccc2O1 (configuration not stated),-5,4,0.9,-4,4,2,5,-3,-2,9
CC(CCc1ccccc1)NC(=O)CSc1nccc(=O)[nH]1 (configuration not stated),3,1,-0.2,2,0,0,-3,2,1,-4
O=C(OCCCc1cc2ccccc2c(=O)o1)N1CCOCC1,-1,-3,-0.1,2,-18,1,-8,-6,-3,11
CC(C)Nc1nnc(SCC(=O)Nc2ccc(F)cc2)s1,-2,6,0.8,3,-9,2,1,-4,-1,-5
CCc1ccc(C(=O)NC(=S)NCc2cccnc2)cc1,1,-8,-0.3,2,3,5,5,20,4,-1
CC(=O)NCCNC(=O)c1ccc(Sc2ccccc2)c([N+](=O)[O-])c1,5,0,-0.5,8,-12,2,0,-6,14,10
CSc1ncccc1C(=O)Nc1ccc(C)cn1,4,-15,0.3,1,11,-9,-19,9,0,7
CCOc1ccccc1OCC(=O)Nc1ccc(S(=O)(=O)Nc2nc(C)cc(C)n2)cc1,-3,-1,0.2,4,-1,3,2,11,-2,0
Cc1ccccc1-c1nc(CSc2nc3c(c(=O)[nH]2)CCC3)c(C)o1,8,-4,0.2,3,13,-2,-7,15,9,0
COc1cc(OC)cc(C(=O)N2CCN(c3ncccn3)CC2)c1,-2,-2,0.2,-6,3,1,-2,14,4,1
CN(Cc1cccc(F)c1)C(=O)CN1C(=O)NC2(CCc3ccccc32)C1=O (configuration not stated),2,-1,0.4,3,2,2,-3,-3,1,-4

# 3 compounds out of the list above, arranged by the value under ASAP1 GAP inh, descending.
Compound	ASAP1 GAP inh
CC(CCc1ccccc1)NC(=O)CSc1nccc(=O)[nH]1 (configuration not stated)	0
CCOc1ccccc1OCC(=O)Nc1ccc(S(=O)(=O)Nc2nc(C)cc(C)n2)cc1	-1
Cn1c2[n+](c3ccc(Cl)cc3c1=O)Cc1ccccc1-2	-11

# Next part.
SMILES,MBD2 DNA inh,PLC-beta3 inh,proKLK7 act,Tn7 DDE FP,ASAP1 GAP inh,PLCg1 inh,ADAM17 inh,ARFGAP1 inh,UHRF1 binding,DDE Tn6 FP inh
O=C(C1COc2ccccc2O1)N1CCN(c2ccc([N+](=O)[O-])cc2)CC1 (configuration not stated),-1,-2,-0.2,-2,2,-2,1,-4,6,-5
O=C(CN(Cc1ccccc1C(F)(F)F)C(=O)CNC(=O)c1ccco1)NC1CCCC1,3,0,-1.3,0,-8,-9,-2,-6,-3,9
Cc1ccc(NC(=O)C2(NC(=O)c3cccc(N4C(=O)CSC4c4ccccc4)c3)CCCCC2)cc1 (configuration not stated),-3,2,0.5,-4,-3,5,2,-4,3,-6
COc1ccccc1N1CCN(CC(=O)Nc2ccccc2C(=O)NCCc2ccccc2)CC1,-3,-8,0.2,0,1,4,1,1,-2,-4
CCCc1ccc(-c2cc(C(=O)NCCc3ccc(S(N)(=O)=O)cc3)c3ccccc3n2)cc1,-1,-23,-0.7,-6,9,-19,-18,0,2,-14
CCOc1ccc(S(=O)(=O)N2CCN=C2c2ccccc2)cc1,6,-4,-0.9,2,6,-3,1,-2,1,8
Cc1nc(-c2cccc(S(=O)(=O)N3CCCCC3)c2)cs1,2,-5,0.1,-7,1,2,0,7,-1,-4
CC(C)NC[C@@H](O)c1ccc(O)c(O)c1,-7,-9,33*,-2,-14,-11,-7,-4,-2,4
COc1ccc2c(c1)N[C@@](CCN1C(=O)c3ccccc3C1=O)(c1[nH]c3ccccc3c1CCN1C(=O)c3ccccc3C1=O)C2=O,0,2,x,6,x,3,0,x,14,-3
COc1ccc(OCCN2CCC(C(=O)NC(C)c3cccc4ccccc34)CC2)cc1 (configuration not stated),3,3,0.2,1,6,1,-3,3,1,5
C=CCn1c(CC(=O)Nc2ccc(C)cc2C)nnc1SCC(=O)N1CCOCC1,-5,-2,-0.5,-3,-10,0,0,5,0,4
COc1ccc(N(CC(O)CN2CCCCC2)S(=O)(=O)c2ccc(C)cc2)cc1 (configuration not stated),-8,3,-0.2,-5,5,4,-1,-7,-1,-3
O=C(Nc1ccc(S(=O)(=O)N2CCCC2)cc1)C1CCN(S(=O)(=O)c2ccc(F)cc2)CC1,6,-12,0.5,6,7,2,4,6,3,0
CCCCNc1nc(NC)nc(Cl)c1SC,7,0,0.1,3,0,-3,-4,0,1,3
COCc1cccc(C(=O)NC(c2ccccc2)c2ccccc2)c1,0,4,-0.4,-5,5,5,0,7,0,-2
Cc1nn(C(=O)c2ccco2)c(C)c1Sc1ccc([N+](=O)[O-])cc1,-5,-1,0.1,5,-5,-1,-3,-1,1,-4
NS(=O)(=O)c1ccc(NC(=O)CNC(=O)c2ccc3c(c2)OCO3)cc1,-7,4,-0.2,-3,-1,4,3,2,0,1
CCNC(=O)c1cc2c(c(-c3cccc(-c4ccccc4F)c3)n1)[C@@H](CCO)N(C(=O)CC)C2,4,2,0.5,-3,7,-1,0,-8,-2,-6
COc1ccccc1C(O)(C(=O)NN(C(=O)c1ccccc1)c1ccccc1C)c1cccs1 (configuration not stated),2,-2,0.8,-3,-11,-1,-5,-3,4,-6
S=c1[nH]nc(COc2ccccc2)n1/N=C/c1ccncc1,-4,4,-0.2,-5,3,1,-2,-1,-1,1
O=C1COc2ccc(S(=O)(=O)N3CCC(C(=O)NCc4ccccc4)CC3)cc2N1,0,-8,0.1,7,-2,-1,-3,-5,-1,4
Cc1cc(NC(=O)c2ccc3c(c2)C(=O)N(CC(C)C)C3=O)no1,8,-9,0.3,-1,-3,0,-5,1,4,-11
COc1cccc(NC(=O)CN(C)C(=O)CCNC(=O)c2ccc(Br)cc2)c1,-2,-1,0.0,5,2,1,-3,-2,-2,2
C[C@@H]1CCCCO[C@H](CN(C)C(=O)Nc2ccc(F)cc2)[C@@H](C)CN([C@H](C)CO)C(=O)c2cc(N(C)C)ccc2O1,1,-36,0.3,-1,-4,-21,-1,-6,-1,4
Cc1nnc(SCC(=O)Nc2cccc(S(=O)(=O)N(C)c3ccccc3)c2)s1,9,0,-0.6,0,-8,-2,-3,-4,1,-2
CCC(C(=O)NCCCN(CC)Cc1ccccc1)n1nc(C)c2sc3ccccc3c2c1=O (configuration not stated),-4,-6,0.3,-1,-9,-1,-7,-2,-2,7
CCOC(=O)CN(C(=O)c1snc(C(N)=O)c1N)C(C(=O)NCCC(C)C)c1ccc(F)cc1 (configuration not stated),-3,-47,-0.8,-4,10,-39,-27,8,-4,-3
CSc1ncccc1C(=O)OCC(=O)NC(C)(C)C,6,0,0.8,-2,-4,-1,-1,12,-1,-5
Cc1ccc(/C=N/n2c(C)cc(C)c(C#N)c2=O)cc1,-5,0,-0.7,-1,-4,-3,-8,7,-1,0
COc1cccc(-c2noc(C3CCCN(C(=O)c4ccccc4OC)C3)n2)c1 (configuration not stated),-7,-5,0.2,-5,-8,0,0,-3,2,-1
O=C(CN1CCN(CC(=O)c2ccc(F)cc2)CC1)Nc1ccccc1Cl,4,-5,-0.1,-7,-3,-6,1,2,-5,-3
O=C(CCc1ccccc1)N1CCCC1,3,2,-0.4,2,-8,2,-3,2,-2,0
COc1ccc(OC)c(S(=O)(=O)NC2CC(=O)N(c3ccc(C)c(C)c3)C2)c1 (configuration not stated),-1,-2,0.3,0,-5,-1,-1,13,0,1
O=C(NCc1ccccc1)c1ccc(CS(=O)Cc2ccc(Cl)cc2)o1 (configuration not stated),-3,-2,0.8,1,-6,1,3,-10,-1,8
Cc1ccc(-c2nnc(SCC(=O)N/N=C/c3ccc(C(=O)O)cc3)n2C2CCCCC2)cc1,7,2,-0.2,5,-7,6,-4,-4,2,-10
O=C(/C=C/[C@H]1O[C@@H](n2cnc3c(NC(=O)c4ccccc4)ncnc32)[C@H](O)[C@@H]1O)NCc1ccccc1,11,0,0.5,5,4,2,-2,-12,23*,2
O=C(CSc1ccc(F)cc1)Nc1cccc(S(=O)(=O)N2CCOCC2)c1,4,3,-0.1,2,-1,0,0,0,-3,-6
Cc1ccc(S(=O)(=O)N2CCOC2CNC(=O)C(=O)NCCN2CCOCC2)cc1 (configuration not stated),0,-7,-0.7,-4,-7,0,-6,-1,-3,0
COc1ccccc1Nc1nc(NCCC(C)C)nc(N)c1[N+](=O)[O-],4,-9,0.6,-1,-4,-1,-3,-2,4,-3
COc1ccc(-c2[nH]ncc2CNC(C)CCn2cccn2)c(F)c1 (configuration not stated),-4,-9,0.7,0,8,0,-3,2,-2,-3
